TSHR antagonist: human thyrotropin receptor antagonism | P16473 | TSHR-expressing cells, TSH-stimulated cAMP HTRF, 2 h; stronger effect = lower value | activity change, negative = inhibition, % at 11.5 µM | 330,000 compounds, 0.2% hits;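 active means activity change below a set negative limit, meaning inhibition stronger than a set level, cut at about -70% in these data; inconclusive means activity change between two set negative limits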; further: on the % scale 0 is the no-effect control and ±100 the full control effect
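Read-out is FRET at 665 nm (cryptate excitation 337 nm) from a cryptate-tagged anti-cAMP antibody, competed by cell cAMP against cAMP-d2. Compounds are tested on freshly harvested TSHR cells challenged with 4nM TSH (EC80) for 2 hours at 37 deg C.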
CXXC DNA block: inhibitors of human MLL CXXC domain-DNA interaction; Q03164; MLL-CXXC / FITC-HOXA9 DNA fluorescence polarization; Potency, µM (titrated, usually from 115 µM), inactives show at the top dose activity change, negative = inhibition, most hits filed as inhibitors; 290,000 compounds, 0.037% hits; active means well fitted inhibition curve with a large enough effect in the polarisation, with a control signal flat, not every such curve was filed as active; inconclusive means small, poorly fitted or top-dose-only effect, or effect the other way, or a change in a side signal; inactive means no such curve, though single readings can be large or run the other way; the % refers to the polarisation; further: potency means the concentration at half of the fitted maximal effect
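Fluorescence polarization: 7 uM MLL-CXXC (stock) preincubated 5 min with compounds, then 50 nM fluorescein-HOX-A9 DNA (stock) added; 30 min ambient. Buffer 50 mM Tris-HCl pH 7.5, 50 mM NaCl, 1 mM DTT, 0.05% BSA.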
FBPA coupling cs: counter-screen for Giardia aldolase inhibitors: coupling enzyme system; coupling enzyme system counterscreen, AmpLite Red fluorescence; activity change, negative = inhibition, % at 58.2 µM, hits read low; 290,000 compounds, 0.67% hits; in the data active means activity change below about -30%; further: on the % scale 0 is the no-effect control and ±100 the full control effect
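Coupling enzymes only (glyceraldehyde-3-phosphate) + compound, at 57.5 uM final, 10 min RT; add substrate/coupling/AmpLite Red mix, 20 min RT; fluorescence ex 525/em 598 nm. Actives flag coupling-system interference.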
Chronic BCR inh: chronic active BCR signaling inhibition; 340,000 compounds, 0.05% hits; Potency, µM (series often up to 46.1 µM), inactives show top-dose ratio change, negative = lower green/red ratio, usual class: inhibitors; ABC-DLBCL IkBa-CBG/CBR reporter, luminescence ratio, 4 h; AID 493014; active means well fitted inhibition curve with a large enough effect in the signal ratio, with a control signal flat, not every such curve was filed as active; inconclusive means small, poorly fitted or top-dose-only effect, or effect the other way, or a change in a side signal; the % refers to the signal ratio;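 further: potency means the concentration at half of the fitted maximal effect; plate controls were basal doxycycline-induced cells for no effect and cells given 10 µM MG132 for full effect; MG132 reads +100%, hits lower the ratio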
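TMD8 human ABC-DLBCL cells with doxycycline-inducible IκBα–green luciferase fusion and unfused red luciferase, in 0.5% FBS medium; compounds up to 46 uM, 4 h at 37C. Green/red luminescence ratio, filter-overlap corrected, fitted to concentration-response curves.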
TCR activator: activates T cell receptor signaling; primary human leukocytes, anti-CD3, IL-2 HTRF, 48 h; Potency, µM (highest dose often 9.22 µM), without a hit: top-dose activation of IL-2 secretion, most hits filed as activators; 330,000 tested, under 10 active; AID 504894; further: % of control where 0% means no effect
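IL-2 produced over 48 hr by a-CD3 bead-stimulated primary human leukocytes exposed to compounds was detected with a homogeneous time-resolved FRET immunoassay, 665nm acceptor signal after 320nm excitation.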
GALK inhibitor: blocks human galactokinase activity. Purified GALK, Kinase-Glo residual ATP luminescence. Potency, µM (titrated, usually from 57.5 µM), without a hit: top-dose activity change, negative = inhibition, usual class: inhibitors. 270,000 compounds, 0.007% hits. AID 1868; further: potency means the concentration at half of the fitted maximal effect; on the % scale 0 is the no-effect control and ±100 the full control effect
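Compounds were pin-transferred into ATP buffer (35 uM final), then GALK plus galactose (5 nM, 100 uM final) was added. After 1 h at room temperature, Kinase-Glo Plus was added and luminescence read after 10 min.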
Tb PFK inh: blocks T. brucei phosphofructokinase; O15648; Potency, µM (doses to about 57.5 µM), without a hit: at the top dose activity, negative = inhibition, most hits filed as inhibitors; T. brucei PFK, ADP-Glo luminescence; 330,000 compounds, 0.17% hits;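 further: potency means the concentration at half of the fitted maximal effect; 0% = uninhibited 1x PFK enzyme wells and -100% = no-enzyme wells; nearly all actives have a fitted effect of over 60% in size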
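1.25 nM PFK with 0.5 mM F6P and 0.1 mM ATP in 0.1 M TEA pH 8.0, 5 mM MgCl2, incubated 45 min at room temperature; ADP measured by ADP-Glo luminescence; compounds titrated up to 57 uM.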
hERG WT inh: KCNH2 (human, wildtype) channel inhibition | 340,000 compounds, 0.37% hits | Q12809 | activity change, % at 1.84 µM | AID 720551 | U2OS, BacMam KCNH2, thallium flux FluxOr; stronger effect = lower value;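 active means maximum activity change below -70%; inconclusive means maximum activity change between -70% and -50%; inactive means maximum activity change above -50%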; further: on the % scale 0 is the no-effect control and ±100 the full control effect
Target sequence (Q12809 whole entry, looked up): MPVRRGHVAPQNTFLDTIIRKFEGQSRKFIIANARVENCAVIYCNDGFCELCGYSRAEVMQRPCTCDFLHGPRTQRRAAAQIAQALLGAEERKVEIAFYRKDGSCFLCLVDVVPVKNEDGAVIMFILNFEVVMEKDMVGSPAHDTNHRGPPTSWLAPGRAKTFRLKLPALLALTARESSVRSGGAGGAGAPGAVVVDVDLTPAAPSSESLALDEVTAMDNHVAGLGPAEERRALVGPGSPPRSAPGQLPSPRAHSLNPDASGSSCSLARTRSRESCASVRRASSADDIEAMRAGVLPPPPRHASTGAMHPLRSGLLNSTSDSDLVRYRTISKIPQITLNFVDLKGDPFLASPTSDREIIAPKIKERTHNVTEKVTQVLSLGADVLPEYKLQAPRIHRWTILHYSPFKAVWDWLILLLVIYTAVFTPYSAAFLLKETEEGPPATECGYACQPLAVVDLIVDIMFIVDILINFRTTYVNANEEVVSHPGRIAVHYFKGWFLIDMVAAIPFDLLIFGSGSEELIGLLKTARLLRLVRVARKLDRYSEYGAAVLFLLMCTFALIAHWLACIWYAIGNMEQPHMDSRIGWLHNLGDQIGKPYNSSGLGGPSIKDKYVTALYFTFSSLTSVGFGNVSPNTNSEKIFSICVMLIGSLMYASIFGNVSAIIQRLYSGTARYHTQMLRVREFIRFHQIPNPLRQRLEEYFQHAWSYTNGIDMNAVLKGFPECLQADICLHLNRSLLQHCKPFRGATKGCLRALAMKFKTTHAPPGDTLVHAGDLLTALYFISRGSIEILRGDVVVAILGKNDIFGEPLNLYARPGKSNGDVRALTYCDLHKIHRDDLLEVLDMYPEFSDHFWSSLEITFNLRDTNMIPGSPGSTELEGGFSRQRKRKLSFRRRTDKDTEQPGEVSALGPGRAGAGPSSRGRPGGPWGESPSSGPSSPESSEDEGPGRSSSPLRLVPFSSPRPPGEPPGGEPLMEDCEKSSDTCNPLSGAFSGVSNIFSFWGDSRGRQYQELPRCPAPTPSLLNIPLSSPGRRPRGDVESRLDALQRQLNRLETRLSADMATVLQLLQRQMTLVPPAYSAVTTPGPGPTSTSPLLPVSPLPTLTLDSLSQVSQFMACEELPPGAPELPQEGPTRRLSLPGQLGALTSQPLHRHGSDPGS
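U2OS cells transduced with wild-type KCNH2 virus are loaded with FluxOr dye for 45 min, and thallium flux is measured in kinetic reads before and after stimulation buffer. Rate constants are normalized to DMSO controls.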
Giardia killer: kills Giardia lamblia; Giardia lamblia trophozoite viability; activity change, % at 7.66 µM, hits read low; 340,000 compounds, 0.15% hits; AID 540267; in the data active means activity change below about -80%; inconclusive means between about -30% and that limit;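 further: parasites exposed to compound for two days anaerobically before the ATP read; on the % scale 0 is the no-effect control and ±100 the full control effect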
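Media and compound were dispensed first, then trophozoites at 100 cells/well; plates sat 48 hrs at 37 deg C without oxygen before ATP luminescence reagent was added and read after 15-30 min at room temperature.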
AT treatment: potential ataxia-telangiectasia treatment; […] A-T fibroblasts, KAP-1 phosphorylation AlphaLISA; neocarzinostatin DNA damage 30 min before lysis; Potency, µM (doses to about 57.5 µM), for inactives: at the highest dose activation, hits mostly activators; 320,000 compounds, 0.19% hits; AID 485349; further: potency means the concentration at half of the fitted maximal effect; % of control where 0% means no effect; nearly all actives have a fitted effect of over 45% in size
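ATM-like activity read as KAP-1 phosphorylation via AlphaLISA donor/acceptor antibody pairs after lysis and 6 hr at 25C. Cells were ATM-null patient fibroblasts ([…], hTERT), dosed 60 min, then exposed to the DSB inducer NCS for 30 min.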
* hit, by the source's call; ? = inconclusive; . = not tested or not shown; [ ] = remark or other dose. Unless noted, the call rests on the fitted dose curve; in most records, active means well fitted curve in the direction sought with a large enough effect; inconclusive means small, poorly fitted or top-dose-only effect, or another doubt; inactive means no such curve, though single readings can be large; an effect the other way counts as inactive or inconclusive.

SMILES	TSHR antagonist	CXXC DNA block	FBPA coupling cs	Chronic BCR inh	TCR activator	GALK inhibitor	Tb PFK inh	hERG WT inh	Giardia killer	AT treatment
CCCCCOc1ccc2oc(=O)c3c(c2c1)CCCN3C(=O)CN1CCCC(C(=O)OCC)C1 (stereo not drawn)	-1.8	5.7%	-0.7	-0.1%	0.6%	1.4%	3.1%	.	2.7	.
CS(=O)(=O)N(CC(=O)NC1CCCC1)Cc1ccc(F)cc1	-6.9	-1.5%	0.1	2.2%	4.8%	1.5%	-2.7%	-1.4	27.2	0.7%
COc1ccc(NC(=O)N2CCCC2C(=O)Nc2cccc(C)c2C)cc1 (stereo not drawn)	6.9	28.9%	0.2	3.2%	-2.4%	0.2%	0.2%	-13.2	-8.2	-5.7%
COc1ccccc1N1CCN(S(=O)(=O)c2cc(C(F)(F)F)cc(C(F)(F)F)c2)CC1	-5.4	-0.8%	-7.4	-0.5%	1.1%	0.0%	-2.6%	-5.5	4.9	1.5%
COc1ccc(OC)c(S(=O)(=O)N/N=C(/C)c2ccc3c(c2)OCO3)c1	-9.2	-1.5%	0.2	0.2%	-1.6%	-1.2%	0.9%	8.8	5.9	3.6%
CCNS(=O)(=O)c1cc(OC)c(Cl)cc1OC	1.9	0.6%	1.7	?	3.9%[46.1 µM]	2.5%	0.3%	-7.7	-15.5	-1.4%
CCOC(=O)N1CCN(C(=O)C2CCC(=O)N(CCCN3CCCC3=O)C2)CC1 (stereo not drawn)	3.9	-2.6%	.	-2.6%	-2.1%	-3.2%	2.5%	1.5	-8.9	11.9%
C=C1CCC[C@]2(C)C[C@H]3OC(=O)C(CNC(CC)CO)[C@H]3CC12 (stereo partly drawn)	-24.1	?	-0.4	?	-1.9%	-1.1%	-1.1%	10.1	-9.8	-3.3%
CC(=O)NCCN1C(=O)S/C(=C\c2cccs2)C1=O	-0.4	2.0%	0.8	9.1%	4.6%	12.3%	-8.7%	8.8	-2.2	0.4%
C=CCn1c(CCC)nc2ccccc21	-3.1	17.9%	-2.7	-6.6%	-0.3%	-1.3%	-0.4%	5.9	16.2	-5.7%
CCC(C(=O)NC1CCCC1)N(C(=O)c1snc(C(N)=O)c1N)c1ccc(C)cc1C (stereo not drawn)	5.6	24.6%	-0.4	-10.6%	-4.6%	6.7%	2.0%	-0.1	0.6	-0.1%
Fc1ccccc1-c1csc(=Nc2cccnc2)n1CCCn1ccnc1	-6.2	4.0%	-1.7	?	0.4%[46.1 µM]	0.1%	0.0%	23.4	-8.9	-2.3%
CCOC(=O)N1CCN(C(=O)c2noc(C(C)C)c2[N+](=O)[O-])CC1	7.8	-8.4%	2.4	3.6%	2.7%	.	-5.0%	2.4	2.3	-6.1%
COc1ccc(CSCC(=O)N/N=C/c2ccccc2O)cc1	-1.1	6.0%	-16.7	-6.3%	.	0.2%	-3.6%	3.5	-3.9	-1.1%
COC(=O)C1=C(C)NC2=C(C(=O)C(C(=O)OC)C(c3ccc(OC)cc3)C2)C1c1ccccn1 (stereo not drawn)	-6.0	10.9%	0.2	?	-2.4%	2.6%	-3.1%	7.6	24.5	-1.0%
CCOC(=O)CCNC(=O)c1ccc2nc(C3CCCCC3)oc2c1	8.4	-3.3%	2.3	?	-9.3%	-2.9%	1.4%	-3.2	-11.3	-2.2%
CN1CCC(OC(=O)COc2ccccc2)CC1	7.1	-0.9%	5.7	-11.4%	-2.0%	.	-2.0%	-3.3	0.2	-2.2%
CCc1ccccc1NC(=O)CSc1nnc([C@@H](NC(=O)OC(C)(C)C)C(C)C)o1	0.4	-1.0%	-1.4	1.2%	-5.6%	-2.9%	-1.6%	-8.4	3.8	-0.8%
COc1ccc(CNC(=O)C(c2ccc(C)cc2)N(Cc2cccs2)C(=O)c2ccc3c(c2)OCCO3)cc1 (stereo not drawn)	16.2	11.9%	0.4	15.1%	.	.	7.2%	-12.3	16.9	-4.9%
Cc1ccc(NC(=O)Nn2cnnc2)cc1Cl	9.8	-0.5%	.	0.5%	-3.1%	-4.9%	-10.6%	2.7	6.1	0.6%
COc1cccc(C(=O)NC2CCNCC2)c1	-6.2	3.9%	-2.4	-0.6%	10.5%	-2.5%	2.2%	-7.5	36.0[activator]	2.2%
CCc1nccn1S(=O)(=O)c1cccc([N+](=O)[O-])c1	-7.4	?	6.4	0.0%	-4.1%	1.1%	2.6%	-18.4	29.5	1.0%
CCc1ccc(CCN2C(=O)c3ccccc3C2=O)nc1	0.8	-9.5%	-2.2	-18.1%	12.8%	-0.7%	-1.6%	-3.7	-6.7	4.3%
O=C(Nc1cccc(C(F)(F)F)c1)c1cc(S(=O)(=O)N2CCCCC2)ccc1N1CCOCC1	-5.0	-2.4%	1.1	0.8%	5.9%	1.9%	0.4%	7.8	-3.9	-1.0%
Nc1nnc(SCC(=O)Nc2ccc3nc(SCC(=O)Nc4ccccc4)sc3c2)s1	-37.0	?	-3.8	-18.2%	3.2%[46.1 µM]	-1.9%	-2.6%	0.2	-6.3	8.8%

(more compounds)
SMILES	TSHR antagonist	CXXC DNA block	FBPA coupling cs	Chronic BCR inh	TCR activator	GALK inhibitor	Tb PFK inh	hERG WT inh	Giardia killer	AT treatment
O=C(O)CC1CCC(=C(Cl)Cl)C1 (stereo not drawn)	-12.9	2.3%	-0.5	-0.3%	5.9%	2.4%	-4.1%	9.7	-1.5	-1.1%
COc1ccc(-c2cc(-c3ccc(OC)cc3)[nH]n2)cc1	1.3	-0.2%	3.3	?	3.2%	2.1%	-1.1%	-0.1	17.3	11.6%
CCOCC(=O)Nc1c(C(=O)Nc2ccc(OC)cc2OC)oc2ccccc12	-2.2	8.5%	3.4	10.7%	-2.4%	1.3%	-3.6%	-4.5	-2.3	4.4%
O=C(NCc1ccc2c(c1)OCO2)c1ccc(CN2CCOCC2)cc1	19.4	1.8%	1.9	1.0%	.	-0.4%	-10.1%	-29.3	-9.6	-1.4%
CC1CCCC(NC(=O)c2cc(-c3ccncc3)nc3ccccc23)C1C (stereo not drawn)	8.6	.	.	-2.2%	-6.2%	.	?	-1.3	74.0[activator]	21.4%
CS(=O)(=O)N1CCN(Cc2cc(=O)n3ccsc3n2)CC1	5.9	-8.8%	-1.0	0.3%	.	0.0%	0.6%	-2.3	22.5	-7.7%
CCOC(=O)c1c(C)c(C(=O)NCc2cccnc2)c(C)n1CC	12.3	9.2%	1.4	6.8%	.	1.9%	-3.5%	-3.3	14.2	-5.5%
Cc1ccc(Cn2c(SCC(N)=O)nc3c2c(=O)n(C)c(=O)n3C)cc1	4.2	2.7%	0.9	-3.5%	1.2%	0.6%	-1.6%	-0.8	4.9	-2.6%
CSc1cccc(NC(=S)N(CCCN2CCC(C)CC2)Cc2cccs2)c1	2.0	1.1%	2.9	3.9%	9.9%	0.0%	1.0%	4.6	-11.6	0.0%
Cc1sc(NC(=O)c2ccc(F)cc2)c(CN2CCCCCC2)c1C	20.9	8.7%	-6.5	-4.0%	0.3%[46.1 µM]	2.3%	0.7%	-3.5	-14.5	-4.1%
CCOc1ccc(CNC(=O)C2CCN(c3nn4c(=O)cc(C)nc4s3)CC2)cc1	-13.1	10.4%	-6.4	-0.6%	-1.0%	-1.9%	0.3%	0.5	26.1	6.5%
COc1ccccc1Cc1nnnn1CC(=O)O	2.0	4.8%	2.8	-8.9%	-2.1%	0.2%	1.7%	0.1	-13.5	7.0%
CCOc1ccc(Br)cc1S(=O)(=O)Nc1nc(CN2CCOCC2)nc2sc(C)c(C)c12	13.8	-4.1%	6.5	1.4%	1.7%	-2.5%	2.3%[0.46 µM]	1.4	-26.5	-1.7%
CN1CCN(c2nc(-c3ccccn3)nc3ccccc23)CC1	47.7	17.8%	-7.8	5.8%	-3.7%	-1.3%	-0.8%	-7.0	10.8	-0.7%
Cc1cc(C)nc(OC(C(=O)O)C(OCC(C)C)(c2ccccc2)c2ccccc2)n1 (stereo not drawn)	1.5	-17.9%	10.1	-0.5%	2.0%	5.3%	-2.1%	-3.7	-9.6	-0.4%
COc1ccccc1OC(C)C(=O)Nc1ccccc1C(=O)NCC1CCCO1 (stereo not drawn)	11.4	-1.5%	2.2	0.8%	9.8%	13.0%	1.8%	-1.0	10.3	1.7%
CCCc1nc(N)c(C#N)c(-c2cccnc2)c1CC	-9.8	-3.8%	-2.0	?	-0.5%	1.5%	0.6%	2.7	7.7	-0.9%
Cc1ccccc1-c1noc(C(C)NC(=O)c2ccco2)n1 (stereo not drawn)	-3.0	2.2%	0.4	6.7%	1.4%	-2.2%	0.0%	1.3	-10.5	3.2%
O=C(Cc1cccc(C(F)(F)F)c1)Nc1ccccc1	3.8	-2.0%	-0.9	4.6%	-1.5%	2.1%	-21.9%	-10.3	22.0	-0.5%
